hERG rescue: compounds protecting human hERG from proarrhythmic drug block; CHO-hERG, FluxOR thallium flux, dofetilide IC70 present; activation (rescue from dofetilide block), less the hit threshold, % at 10 µM; 310,000 compounds, 0.51% hits; AID 1511;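 active means activation above the mean of controls blocked by dofetilide plus 5 SD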;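 further: thallium influx through hERG after potassium depolarization seen as dye fluorescence rise; in these data hits start at about 4.7%; inactives centre near -7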
KCNK3 block: human KCNK3 channel inhibition, primary screen; O14649; CHO-KCNK3 thallium flux, FluxOR fluorescence; stronger effect = lower value; B-score at 10 µM; 340,000 compounds, 0.84% hits; AID 602410;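 active means B-score under library mean minus 4 SD, starting fluorescence ratio at most library mean plus 5 SD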;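 further: more negative B-score means stronger inhibition of thallium flux through KCNK3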
Target sequence (O14649 whole entry, looked up): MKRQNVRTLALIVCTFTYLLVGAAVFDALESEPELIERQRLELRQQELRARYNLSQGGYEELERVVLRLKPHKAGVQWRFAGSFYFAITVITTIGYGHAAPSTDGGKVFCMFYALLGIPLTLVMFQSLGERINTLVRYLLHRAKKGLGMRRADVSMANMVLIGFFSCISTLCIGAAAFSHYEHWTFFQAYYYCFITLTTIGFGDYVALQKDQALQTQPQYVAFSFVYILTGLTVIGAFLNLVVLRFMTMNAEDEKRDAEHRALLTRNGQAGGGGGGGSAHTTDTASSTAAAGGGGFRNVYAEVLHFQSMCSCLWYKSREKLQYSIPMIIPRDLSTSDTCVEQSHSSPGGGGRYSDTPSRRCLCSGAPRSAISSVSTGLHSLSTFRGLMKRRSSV
TMEM16A inh: blocks the mouse calcium-activated chloride channel TMEM16A | AID 588511 | normalized B-score (activity score, 25-100; higher = stronger inhibition) at 10 µM | HEK293 TMEM16A/YFP iodide influx fluorescence, ionomycin | 310,000 compounds, 1.2% hits;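 active means ratio plate-corrected score three or more library SD toward inhibition, starting fluorescence score within five deviations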;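 further: score derived from kinetic fluorescence span divided by baseline fluorescence per well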
HDAC3 inh: blocks human histone deacetylase 3; 320,000 compounds, 0.15% hits; inhibition, % at 8.3 µM; AID 2718; recombinant HDAC3, fluorogenic peptide/trypsin coupled, fluorescence; O15379; in the data active means inhibition above about 26%, passing the limit was not always enough; inconclusive means no clear call, values can overlap the other calls
KCNQ1 inh: human KCNQ1 channel inhibition; P51787; 310,000 compounds, 1.3% hits; B-score at 10 µM; CHO-K1 KCNQ1, FluxOR thallium flux fluorescence; stronger effect = higher value;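 active means compounds whose thallium flux B-score, printed positive for inhibition, exceeds three library SD while starting fluorescence stays within three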;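 further: channel opened by potassium depolarization with thallium stimulus after 20 min compound exposure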
ANO1 activ: mouse TMEM16A channel activation, primary screen. Q8BHY3. B-score at 10 µM. HEK293 TMEM16A/YFP-H148Q/I152L, iodide quench fluorescence; stronger effect = lower value. 340,000 compounds, 0.3% hits;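 active means fluorescence-ratio B-score plate-corrected deviation score at least 3 library SD below zero, with starting fluorescence score within 5 deviations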;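 further: channel opened by trigger with iodide after compound preincubation; score built on the fluorescence ratio of max minus min over baseline; more negative score means more quench and so TMEM16A activation or potentiation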
KCNQ1 pot: human KCNQ1 channel potentiation or activation. P51787. CHO-K1 KCNQ1, thallium flux FluxOR fluorescence; stronger effect = higher value. B-score at 10 µM. 310,000 compounds, 0.35% hits. AID 2648;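 active means fluorescence ratio B-score, a plate-corrected score, at least three library SD, with initial intensity B-score within 5 SD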
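System: Stable KCNQ1 CHO-K1 line | Incubation: 90 min dye loading and 20 min compound exposure, both at room temperature | Measure: Ratio B score | Medium: Assay buffer for compound exposure, DMSO matched across wells | Compound dosing: Single-concentration screen | Probe or stimulus: K+/Tl+ depolarizing stimulus | Measured by: Kinetic FluxOR fluorescence, 10 s baseline plus 110 s post-stimulus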
RGS4 block: human RGS4 inhibition; HEK293 M3R/RGS4 inducible, Fluo-4 calcium flux; stronger effect = higher value; triggered by carbachol at its EC20; P49798; 310,000 compounds, 0.45% hits; B-score at 10 µM;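 active means B-score, a plate-corrected calcium signal, over three deviations above library mean, with baseline fluorescence within five deviations of library mean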;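 further: RGS4 expression induced by doxycycline in cells with stable M3 receptor; B-score is computed from the integrated fluorescence ratio over baseline after carbachol; higher B-score means a larger calcium signal and so more RGS4 inhibition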
Target sequence (P49798 whole entry, looked up): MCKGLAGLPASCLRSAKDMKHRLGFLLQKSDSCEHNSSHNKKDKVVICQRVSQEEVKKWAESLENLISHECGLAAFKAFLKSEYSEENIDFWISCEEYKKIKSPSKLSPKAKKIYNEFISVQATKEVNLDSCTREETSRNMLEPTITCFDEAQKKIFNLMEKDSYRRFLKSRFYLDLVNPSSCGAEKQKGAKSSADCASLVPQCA
RGS4 pot: RGS4 potentiation or activation | HEK293 M3R/inducible RGS4, carbachol calcium flux Fluo4; stronger effect = lower value | B-score at 10 µM | 310,000 compounds, 0.92% hits | AID 463111;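 active means B-score of the integrated calcium signal more than 4 SD below the library mean, with starting fluorescence not abnormally high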;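 further: negative B-score means reduced calcium response which marks RGS4 activation or potentiation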
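Material: Inducible-RGS4 HEK293 cells carrying M3 receptor; also added: carbachol at ECmax as muscarinic agonist stimulus; incubation: compound preincubation 20 min at room temperature before agonist; signal: Fluo4-AM (2 µM) calcium-flux fluorescence, kinetic read; measure: integrated calcium ratio converted to B score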
KCNK9 block: blocks the human KCNK9 two-pore domain potassium channel; B-score at 10 µM; HEK293 KCNK9, FluxOR thallium flux fluorescence; stronger effect = lower value; Q9NPC2; 310,000 compounds, 1.2% hits;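 active means ratio B-score over 3 SD below the library mean, with starting fluorescence within 5 SD of its mean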;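 further: negative B-score means less thallium flux so channel inhibition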
Target sequence (Q9NPC2 whole entry, looked up, the tested form may be a part): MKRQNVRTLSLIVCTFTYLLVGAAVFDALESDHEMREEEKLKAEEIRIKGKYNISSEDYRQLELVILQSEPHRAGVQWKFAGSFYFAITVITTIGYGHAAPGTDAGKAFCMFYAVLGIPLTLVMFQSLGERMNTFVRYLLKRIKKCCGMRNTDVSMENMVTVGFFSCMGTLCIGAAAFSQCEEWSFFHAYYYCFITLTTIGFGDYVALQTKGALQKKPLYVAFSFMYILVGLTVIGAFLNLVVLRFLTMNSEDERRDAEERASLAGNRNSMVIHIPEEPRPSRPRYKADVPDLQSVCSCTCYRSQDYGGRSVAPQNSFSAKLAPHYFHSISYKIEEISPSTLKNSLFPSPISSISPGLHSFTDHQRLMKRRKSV
SKKanGAS inh: SKKanGAS growth inhibition. S. pyogenes SKKanGAS, kanamycin growth, BacTiter-Glo, 6 h. inhibition, % at 7.5 µM. 300,000 compounds, 1.3% hits;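 active means mean replicate score, as percent of positive control median, at least 50; inconclusive means mean below 50 but one replicate at or above 50; inactive means mean and every replicate below 50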;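 further: strain carries kanamycin resistance gene driven by streptokinase promoter and grows in 40 µg/ml kanamycin; loss of luminescence reflects streptokinase promoter inhibition or plain growth inhibition; 0% = median of DMSO wells and 100% = positive control at its reference dose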
Active calls of the source: *; i = inactive; u = inconclusive; x = no result given.

SMILES	hERG rescue	KCNK3 block	TMEM16A inh	HDAC3 inh	KCNQ1 inh	ANO1 activ	KCNQ1 pot	RGS4 block	RGS4 pot	KCNK9 block	SKKanGAS inh
CCc1cc(C(=O)NCC(c2cccs2)N2CCOCC2)sc1C (stereo not given)	-15	i	i	2	i	i	i	i	i	i	-10
COc1ccc(CNC(=O)C2CCN(C(=O)c3ccc(-c4ccccc4)cc3)CC2)cc1	-11	i	i	9	i	i	i	i	i	i	-5
CC(=O)Oc1ccc(-c2cc3ccccc3oc2=O)cc1	-7	i	i	-39	i	i	i	i	i	i	-6
COc1ccc(/C=C(\C#N)C(=O)OCC(=O)NCc2ccccc2Cl)cc1	-5	i	i	-4	i	i	i	i	i	i	-3
COc1ccc(C(=O)Nc2ccccc2C(=O)N2CCOCC2)cc1OC	-7	i	i	2	i	i	i	i	i	i	-2
O=C1CN(C(=O)C2CCCC2)CCN1	1	i	i	0	i	i	i	i	i	i	-9
Cn1c(CC(=O)Nc2ccccc2)n[nH]c1=S	-18	i	i	4	i	i	i	i	i	i	-9
CN(C)C(=O)COC(=O)c1cccnc1Nc1ccccc1F	-6	i	i	3	i	i	i	i	i	i	-3
Cc1occc1C(=O)Nc1c(F)c(F)c(F)c(F)c1F	-2	i	i	4	i	i	i	i	i	i	2
Cc1ccccc1-n1c(C)cc(/C=C2\NC(=O)NC2=O)c1C	-6	i	i	4	i	i	i	i	i	i	1
Cc1cc(O)cc(O)c1C(=O)Cc1cnn(-c2ccccc2)c1	-14	i	i	-6	i	i	i	i	i	i	10
C=CCn1c(CCNC(=O)c2ccc(Cl)c(Cl)c2)nnc1SCCOc1ccc(OC)cc1	-3	i	i	-7	i	i	i	i	i	i	-3
O=C(NCc1nnc(SCC(=O)N2CCCCC2)o1)c1c(F)cccc1Cl	-9	i	i	u	i	i	i	i	i	i	-4
CC(C(=O)N1CCCCCC1)c1ccc([N+](=O)[O-])cc1 (stereo not given)	-8	i	i	0	i	i	i	i	i	i	-13
O=C(Nc1nnc(/N=C/c2ccco2)s1)c1ccc(F)cc1	-2	i	i	-5	i	i	i	i	i	i	13
COc1ccc(C(=O)NC2CCN(C(=S)Nc3cccc(C)c3C)CC2)cc1	-4	i	i	4	i	i	i	i	i	i	1
Cn1nc(Cc2cccc3ccccc23)c(C#N)c1N	-2	i	i	-13	i	i	i	i	i	i	-2
COc1ccc(Cl)cc1NC(=O)CSc1sc2c(O)cc(=O)[nH]c2c1C#N	-9	i	i	6	i	i	i	i	i	i	28
COc1ccc(N2C(=O)CC2(C#N)c2ccc(OCc3ccccc3)cc2)cc1 (stereo not given)	-8	i	i	-1	i	i	i	i	i	i	-2
Cc1ccccc1OCCn1cc(C=O)c2ccccc21	-6	i	i	2	i	i	i	i	i	i	8
Cc1ccc(S(=O)(=O)N2CCN(c3ccc(C(=O)N4CCOCC4)cc3[N+](=O)[O-])CC2)cc1	-8	i	i	5	i	i	i	i	i	i	-2
COc1ccc(-c2cc(CNC(=O)CN3CCN(C)CC3)on2)cc1	-1	i	i	-4	i	i	i	i	i	i	-1
CCN(CC)S(=O)(=O)c1ccc(Cl)c(NC(=O)c2ccncc2)c1	-6	i	i	-1	i	i	i	i	i	i	-15
O=c1c2ccccc2c(C=NCc2ccccn2)c(O)n1-c1ccccc1	-3	i	i	2	i	i	i	i	i	i	-1
COc1ccc(-c2nc(=S)c3c([nH]2)Oc2ccc(C)cc2C3)cc1O	-3	i	i	-6	i	i	i	i	i	i	7
COc1cc(OC)cc(N2C(=O)CC(N3CCC(C(=O)N4CCCCC4)CC3)C2=O)c1 (stereo not given)	-4	i	i	-4	i	i	i	i	i	i	-9
CCN(CC)CCNC(=O)C1(O)c2cc(Br)ccc2NC(=O)N1c1ccccc1 (stereo not given)	-7	i	i	4	i	i	i	i	i	i	3
Cc1occc1-c1nnc(SCC(=O)Nc2ccccc2N2CCCCC2)n1C	-14	i	i	-4	i	i	i	i	i	i	1
O=C(CN1C(=O)C(=O)N(Cc2ccco2)C1=O)c1c[nH]c2ccccc12	-9	i	i	x	i	i	i	i	i	i	-1
COc1ccccc1Nc1nc(Cl)nc(Nc2ccccc2OC)n1	-18	i	i	3	i	i	i	i	i	i	18
CCN1CCN(C(=O)c2ccc(Cl)c(S(=O)(=O)N3CCCCC3)c2)CC1	-5	i	i	2	i	i	i	i	i	i	-3
CC(CNC(=O)CN1C(=O)COc2ccc(S(=O)(=O)N3CCCCC3)cc21)c1ccccc1 (stereo not given)	-12	i	i	7	i	i	i	i	i	i	0
COc1ccccc1CNC(=O)CCCn1nc(C)c2c(C)n(-c3ccc(C)cc3)nc2c1=O	-17	i	i	-7	i	i	i	i	i	i	5
CCOC(=O)c1c(S(=O)(=O)NCC(=O)Nc2ccccc2)c(C)n(C)c1C	-7	i	i	8	i	i	i	i	i	i	-3
COc1ccc(OC)c(NC(=O)COC(=O)/C=C/c2ccc(Cl)cc2)c1	-9	i	i	-4	i	i	i	i	i	i	0
Cc1cc2ccccc2c(=O)n1CC(=O)NCC1COc2ccccc2O1 (stereo not given)	-3	i	i	-1	i	i	i	i	i	i	8
Cc1cccc(N=N/C(=C\O)C(=O)c2cccs2)c1	-8	i	i	-4	i	i	i	i	i	i	0
COC(=O)C1CCCCN1C(=O)c1cc(COc2cccc3cccnc23)on1 (stereo not given)	-6	i	i	-6	i	i	i	i	i	i	0
CN(C)CCCN(C(=O)COc1ccc(Cl)cc1)c1nc2cc3c(cc2s1)OCO3	-16	i	i	6	i	i	i	i	i	i	5
CCOC(=O)N1CCN(S(=O)(=O)c2ccc(OC)cc2)CC1	-2	i	i	1	i	i	i	i	i	i	-1
Cc1cc(C)c(S(=O)(=O)Nc2nnc(CC(C)C)s2)c(C)c1	-11	i	i	8	i	i	i	i	i	i	5
CN(C)/C=C/C(=O)c1ccc2noc(-c3cccc(F)c3)c2c1	-5	i	i	-2	i	i	i	i	i	i	-2
CCC(=O)c1ccc(OC(=O)c2cccs2)cc1	-9	i	i	62*	i	i	i	i	i	i	-2
CCN(CC)CCOc1ccc2nc(N(C)C)sc2c1	-5	i	i	-2	i	i	i	i	i	i	-2
CC(C)CN(C(=O)c1cc(Cl)nc2ccccc12)c1c(N)n(Cc2ccccc2)c(=O)[nH]c1=O	-3	i	i	0	i	i	i	i	i	i	-7
C=CCNC(=S)N/N=C(\C)c1cccc(OC)c1	-4	i	i	x	i	i	i	i	i	i	0
COc1ccc(CCC(=O)N2CCCC(Nc3ccc(OC)cc3)C2)cc1 (stereo not given)	-4	i	i	u	i	i	i	i	i	i	3
CN(C)CCCNc1ncnc2oc(-c3ccccc3)c(-c3ccccc3)c12	-12	i	i	-37	i	i	i	i	i	i	2
Clc1ccc(-c2nnc(Sc3nc4ccccc4o3)c3ccccc23)cc1	-9	i	i	2	i	i	i	i	i	i	-4
C=C(C)COc1ccc(-c2nc(N)nc(C)c2Oc2ccccc2OC)c(O)c1	-9	i	i	-4	i	i	i	i	i	i	26
CCOC(=O)c1ccc(CN2C(=O)c3ccccc3S2(=O)=O)cc1	-7	i	i	-3	i	i	i	i	i	i	-1
Cc1cccc(OC(C)C(=O)Nc2ccc(N3CCCCC3)cc2)c1 (stereo not given)	-19	i	i	-1	i	i	i	i	i	i	2
O=C(CC1CCCCC1)N=C1SC2CS(=O)(=O)CC2N1c1ccccc1 (stereo not given)	-12	i	i	0	i	i	i	i	i	i	-5
COc1ccc(N(C(=O)c2cc3ccccc3oc2=O)C2C=CS(=O)(=O)C2)cc1 (stereo not given)	-7	i	i	3	i	i	i	i	i	i	-5
N#Cc1ccc(NC(=O)COC(=O)CNC(=O)C2CCCCC2)cc1	-5	i	i	-5	i	i	i	i	i	i	3
COc1cc(C(=O)NCC(=O)NC(C)c2ccc(-n3ccnc3)cc2)cc(OC)c1OC (stereo not given)	-5	i	i	x	i	i	i	i	i	i	16
CN(CC(=O)NCCN1CCN(c2ccccc2)CC1)S(=O)(=O)c1ccc2c(c1)CCC(=O)N2	-13	i	i	0	i	i	i	i	i	i	1
CCOC(=O)c1ccccc1NS(=O)(=O)c1ccc(OCC)cc1	-11	i	25*	1	i	i	i	i	i	i	3
CSc1ccc(/C=c2\s/c(=C\C(=O)C(C)(C)C)n(CC(=O)NCCC3=CCCCC3)c2=O)cc1	-5	i	i	3	i	i	i	i	i	i	6
O=C(NC1CCCc2ccccc21)C1CCCN(S(=O)(=O)c2cnc[nH]2)C1 (stereo not given)	-3	i	i	1	i	i	i	i	i	i	1
Continued.
SMILES	hERG rescue	KCNK3 block	TMEM16A inh	HDAC3 inh	KCNQ1 inh	ANO1 activ	KCNQ1 pot	RGS4 block	RGS4 pot	KCNK9 block	SKKanGAS inh
O=C(c1ccc(C(F)(F)F)cc1)C1CCCN(C(=O)CCc2ccncc2)C1 (stereo not given)	-1	i	i	9	i	i	i	i	i	i	-13
O=C(CSc1nnc2c(Cl)cc(Cl)cn12)N1CCN(c2ccc(F)cc2)CC1	-5	i	i	2	i	i	i	i	i	i	-4
C=CCn1c(O)c(N=NC(=O)c2ccccc2NS(=O)(=O)c2cccs2)c2ccccc21	-10	i	i	-4	i	i	i	i	i	i	33
CSc1ccc(C(C(C(=O)c2cccs2)N2CCOCC2)N2CCOCC2)cc1 (stereo not given)	-6	i	i	-2	i	i	i	i	i	i	-1
O=C(Cn1nc(-c2ccc(Cl)cc2)ccc1=O)NCCN1CCOCC1	-8	i	i	3	i	i	i	i	i	i	-5
Cc1c(-c2csc(N)n2)c2ccccc2n1C	-4	i	i	5	i	i	i	i	i	i	9
CC(C)N(C)C(=O)C(=O)c1cccn1-c1cccc(Cl)c1C#N	-10	i	i	11	i	i	i	i	i	i	-4
O=C(NCc1ccco1)C1CC(=O)N(CCc2ccccc2)C1 (stereo not given)	-3	i	i	0	i	i	i	i	i	i	-3
CCOC(=O)c1cc(C(=O)c2cccs2)n2ccc(C(C)=O)cc12	-7	i	i	1	i	i	i	i	i	i	29
CN(C)/C=C1/Nc2ccccc2C1=O	-5	i	i	4	i	i	i	i	i	i	7

High-throughput results: PubChem, several laboratories
